# XBP1 UPR activ: activators of adaptive arm of unfolded protein response (XBP1) | AID 463104 | 0.33% of 330,000 active | CHO-XBP1 luciferase reporter, IRE1-XBP1 UPR activation, luminescence; percent of tunicamycin response, DMSO as zero | activation, % at 20 µM;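 active means versus positive control, 20 µM dose yields 30% or more activation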;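 further: 100% = tunicamycin at 10 µg/mL and 0% = DMSO only wells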
#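 Signal: luciferase luminescence; Assay system: CHO-XBP1 luciferase reporter cells; Amount: one thousand reporter cells per well; Dosing: 20 µM single concentration, DMSO 1%; Benchmarks: high control tunicamycin 10 µg/mL final, low control DMSO vehicle only; Schedule: 6 h compound exposure at 37 °C, 5% CO2; Evaluation: percent activation relative to tunicamycin reference.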
# APJ antagonist: APJ receptor antagonism | CHO-K1 APJ beta-arrestin complementation, luminescence | inhibition, % at 20 µM | 0.32% of 330,000 active;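 active means inhibition above about 40% at 20 µM, limit read from the data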;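 further: cells challenged with 10 nM apelin-13 agonist together with compound; plate controls were apelin-13 plus DMSO wells for no effect and DMSO wells lacking apelin-13 for full effect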
# APJ agonist: APJ receptor agonism; activation, % at 20 µM; CHO-K1 APJ PathHunter beta-arrestin, luminescence; 0% DMSO wells, 100% apelin; P35414; 0.11% of 330,000 active;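 active means activation more than six SD over the plate average, tested at 20 µM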;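 further: 0% = DMSO alone and 100% = apelin-13 at 10 nM; some results filed as inactive read as strong as hits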
#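 Assay system: CHO-K1 APJ beta-arrestin complementation cell line / Compound: single test compound dose, 20 µM final, 1% DMSO / Times: overnight seeding, 90 min compound at 25 °C, 1 h detection / Technique: beta-gal luminescence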
# CCR6 antagonist: antagonists of human CCR6 receptor; P51684; CHO-K1 CCR6 PathHunter beta-arrestin, luminescence, CCL20-stimulated; inhibition, % at 20 µM; 0.49% of 340,000 active; AID 493098;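 active means compounds whose inhibition of the agonist-driven luminescence signal at 20 µM reaches about 50%, limit read from the data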;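 further: cells stimulated with CCL20 at 14 nM final; plate controls were DMSO with CCL20 for no effect and DMSO without agonist for full effect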
# EBI2 block: blocks human EBI2 receptor beta-arrestin signaling; EBI2 beta-arrestin recruitment, luminescence, 7a,25-OHC stimulated; inhibition, % at 5 µM; P32249; AID 651636; 0.81% of 360,000 active; in the data active means inhibition above about 38%;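 further: enzyme fragment complementation signal reports receptor beta-arrestin coupling in cells; 0% = agonist plus DMSO wells and 100% = wells without agonist; some results beyond the cut were filed as inactive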
# CXCR6 inh: CXCR6 (human) receptor inhibition; O00574; inhibition, % at 20 µM; CHO-K1 PathHunter CXCR6 beta-arrestin, luminescence; 0.36% of 360,000 active; in the data active means inhibition above about 34%, passing the limit was not always enough;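 further: antagonist mode with CXCL16 agonist at 10 nM final; 0% = 10 nM CXCL16 with DMSO and 100% = unstimulated wells without agonist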
# Mdm2 MdmX PPI: human Mdm2/MdmX binding inhibition; O15151+Q00987; SaOS-2 split-luciferase Mdm2/MdmX complementation, luminescence; inhibition, % at 8 µM; 3% of 330,000 active;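 active means inhibition of at least 50% at 8 µM in the primary screen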
# Target sequence (O15151 whole entry, looked up): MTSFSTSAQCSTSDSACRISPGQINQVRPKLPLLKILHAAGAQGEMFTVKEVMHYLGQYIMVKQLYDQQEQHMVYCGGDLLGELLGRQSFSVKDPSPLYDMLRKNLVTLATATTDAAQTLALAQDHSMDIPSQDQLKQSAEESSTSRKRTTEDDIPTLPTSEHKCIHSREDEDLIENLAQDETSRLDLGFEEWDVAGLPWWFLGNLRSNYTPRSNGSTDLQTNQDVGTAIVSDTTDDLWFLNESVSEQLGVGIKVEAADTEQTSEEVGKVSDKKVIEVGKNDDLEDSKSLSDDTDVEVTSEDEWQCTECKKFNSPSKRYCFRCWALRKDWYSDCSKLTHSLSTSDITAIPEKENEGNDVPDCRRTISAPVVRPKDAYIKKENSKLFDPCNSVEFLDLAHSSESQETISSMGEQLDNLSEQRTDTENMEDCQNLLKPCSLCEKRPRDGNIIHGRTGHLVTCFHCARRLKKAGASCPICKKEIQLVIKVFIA
# Target sequence (Q00987 whole entry, looked up): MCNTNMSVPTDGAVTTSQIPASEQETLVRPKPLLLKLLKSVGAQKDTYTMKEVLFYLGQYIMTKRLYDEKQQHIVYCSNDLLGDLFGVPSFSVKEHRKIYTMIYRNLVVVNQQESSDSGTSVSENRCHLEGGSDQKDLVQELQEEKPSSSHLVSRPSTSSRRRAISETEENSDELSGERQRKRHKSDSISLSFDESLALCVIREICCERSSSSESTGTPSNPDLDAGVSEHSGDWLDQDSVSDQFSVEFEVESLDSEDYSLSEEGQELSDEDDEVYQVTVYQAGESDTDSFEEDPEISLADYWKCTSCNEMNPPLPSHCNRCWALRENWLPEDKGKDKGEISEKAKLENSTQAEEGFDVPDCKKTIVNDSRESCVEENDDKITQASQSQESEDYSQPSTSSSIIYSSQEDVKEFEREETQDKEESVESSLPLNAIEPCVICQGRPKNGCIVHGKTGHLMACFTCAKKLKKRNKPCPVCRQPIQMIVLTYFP
# tim23-1 inh: inhibits growth of tim23-1 mutant yeast | S. cerevisiae tim23-1 growth, BacTiter-Glo luminescence, 24 h | inhibition, % at 20 µM | AID 463212 | 1.3% of 330,000 active;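 active means growth inhibition of the mutant yeast at or above 50%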;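 further: temperature-sensitive mutant grown at 25 °C; plate controls were DMSO-treated mutant yeast for no effect and medium wells lacking yeast for full effect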
# UPR CHOP act: activators of apoptotic arm of unfolded protein response (CHOP); activation, % at 10 µM; CHO-CHOP luciferase reporter, UPR activation, luminescence; percent of tunicamycin response over DMSO baseline; 0.34% of 330,000 active;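 active means at 10 µM dose, activation of 40% or more, normalized to positive control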;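 further: 100% = tunicamycin at 10 µg/mL and 0% = DMSO alone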
#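 Material: CHO-CHOP cells, stable luciferase reporter of PERK-eIF2a-CHOP signalling; quantity: 500 reporter cells seeded per well; buffer or medium: F12 medium containing 10% fetal bovine serum; compound: one dose, 10 µM in 0.5% DMSO; incubation: 6 h compound treatment, 37 °C; measured by: Steady-Glo luciferase luminescence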
# * = called active by the depositor; & = joins results of further samples.
SMILES,XBP1 UPR activ,APJ antagonist,APJ agonist,CCR6 antagonist,EBI2 block,CXCR6 inh,Mdm2 MdmX PPI,tim23-1 inh,UPR CHOP act
COC(=O)C1=C(c2cc3ccccc3s2)C[C@@H]2CC[C@H]1N2C(=O)NC1CC1,-2.1,0.5,8.0,6.2,-0.5,-1.5,-9.6,-6.1,1.1
COc1ccc(C(=O)C2(C)N(O)C(C)C(c3cccs3)=[N+]2[O-])cc1 (configuration not stated),-5.0,6.2,1.9,-0.8,1.1,6.0,3.1,8.7,-2.2
CCC(C)(C)c1ccc(O)cc1,-0.1,0.9,-0.4,-3.1,7.8,-8.3,22.4,-10.0,1.0
COc1cc2c3c(c1OC)-c1cc(O)ccc1CC3NCC2 (configuration not stated),-3.8,8.7,-0.9,6.5,-4.2,6.8,11.8,9.4,-0.7
COCCN1Cc2cc(=O)n3c([nH]c4ccccc43)c2C1=N,1.2,19.4,-2.8,12.1,-4.7,1.9,0.1,2.2,1.9
O=C(COc1ccccc1)N1CCN(CC(O)COc2ccccc2)CC1 (configuration not stated),1.2,3.7,-3.9,4.7,23.2,-3.5,-18.8,3.1,0.9
CCCCn1c(O)c(C(CC)=NCCN2CCCCC2)c(=O)[nH]c1=O,-0.4,2.2,-4.2,-1.2,-0.3,3.1,-9.4,-0.3,-0.5
CCN1C[C@]2(C)CC[C@H](OC)[C@]34C2[C@H](OC(C)=O)[C@@]2(OCO[C@@]25C[C@H](OC)[C@H]2C[C@]3(O)C5[C@H]2OC)[C@@H]14,-1.0,12.0,0.0,8.4,-2.1,-12.7,5.9,3.0,2.9
COc1ccc(OC)c(N2C(=O)NC(=O)C(CCc3ccncc3)(CCc3ccncc3)C2=O)c1,2.4,3.5,0.8,-3.3,-15.8,6.0,2.2,4.5,-1.3
COP(=O)(OC)/C(C=O)=N/Nc1ccc([N+](=O)[O-])cc1,-3.7,17.0,-3.2,26.3,-4.4,7.7,-14.0,51.7*,-1.0
CN1CCN(Cc2nc3ccccc3n2C)CC1,-0.7,-1.4,-0.4,-5.8,-11.6,-6.1,10.7,4.6,-1.6
CC1(C)CN2C(c3ccc(Cl)cc3)N2C1 (configuration not stated),-0.1,-4.2,-0.8,2.8,-0.4,-3.3,-14.0,6.2,0.1
CS(=O)(=O)NNP(=O)(NNS(C)(=O)=O)NC(=O)c1ccccc1,-1.7,-9.5,2.5,3.9,3.0,4.6,6.9,7.5,0.0
CN1C(=O)N(C)C(=O)C2(Sc3ccccc3C2=O)C1=O,-1.3,-11.1,-5.2,11.2,-2.0,11.1,15.0,-3.6,-1.5
O=C1NC(=O)N(Cc2ccccc2)C(=O)/C1=C\C=C\c1ccco1,-1.4,-6.8,4.6,10.7,-12.8,5.1,66.4*,26.5,160.8*
CC(c1ccccc1)[n+]1ccccc1 (configuration not stated),-0.8,9.7,0.3,-1.6,-5.0,-5.7,2.8,14.3,-0.5
CC(C)N(CCC(C(N)=O)(c1ccccc1)c1ccccn1)C(C)C (configuration not stated),-6.9&-2.1,-3.2&18.4,-2.7&-2.9,8.8&13.1,1.2&2.1,2.0&-8.9,13.2&12.9,-15.8&-7.5,-0.6&-0.7
CN1C(=O)/C(=C/C=C/c2ccco2)C(=O)NC1=S,1.3,-1.3,-6.3,13.4,0.5,2.4,-13.7,8.6,-0.3
O=c1c2ccccc2[nH]c(=S)n1-c1ccc2c(c1)OCO2,-0.5,9.9,-5.2,9.8,0.1,4.0,18.9,15.6,-1.6
COc1cc(/C=N/NC(=O)Cn2c([N+](=O)[O-])cnc2C)ccc1OC(=O)N(C)C,-0.2,2.2,0.2,-3.1,3.7,0.7,2.6,1.3,-2.4
Cc1ccc(-n2c(O)c(C=NCc3ccco3)c(=O)[nH]c2=S)cc1C,-3.9,15.1,-0.8,22.0,6.8,6.2,-12.6,9.7,-1.1
O=c1[nH]c(N2CCN(Cc3ccc4c(c3)OCO4)CC2)nc2c1CCC2,-1.9,-6.2,-1.4,-10.9,-0.5,-5.3,7.9,3.8,1.1
CCCC[n+]1cc(/N=C(\[O-])OC)on1,-0.8,14.4,-2.4,9.7,0.5,-1.5,-22.1,8.5,-0.3
COc1ccc(-c2cc(=O)c3c(OC)c(OC)c(OC)cc3o2)cc1,3.6,-72.4,-1.0,-5.6,-2.0,6.8,33.5,36.1,1.8
Cn1cc(C(=O)OCC(=O)NC2(C#N)CCCC2)c2ccccc21,-2.1,-2.6,-3.2,23.3,-3.1,-5.6,12.6,7.4,-2.9

# Sorted by molecular weight (descending): 3 of the compounds above.
SMILES,XBP1 UPR activ,APJ antagonist,APJ agonist,CCR6 antagonist,EBI2 block,CXCR6 inh,Mdm2 MdmX PPI,tim23-1 inh,UPR CHOP act
COc1cc(/C=N/NC(=O)Cn2c([N+](=O)[O-])cnc2C)ccc1OC(=O)N(C)C,-0.2,2.2,0.2,-3.1,3.7,0.7,2.6,1.3,-2.4
COC(=O)C1=C(c2cc3ccccc3s2)C[C@@H]2CC[C@H]1N2C(=O)NC1CC1,-2.1,0.5,8.0,6.2,-0.5,-1.5,-9.6,-6.1,1.1
COP(=O)(OC)/C(C=O)=N/Nc1ccc([N+](=O)[O-])cc1,-3.7,17.0,-3.2,26.3,-4.4,7.7,-14.0,51.7*,-1.0

# The list goes on:
SMILES,XBP1 UPR activ,APJ antagonist,APJ agonist,CCR6 antagonist,EBI2 block,CXCR6 inh,Mdm2 MdmX PPI,tim23-1 inh,UPR CHOP act
Cc1ccsc1C(=O)C1CCCN(Cc2sc(N(C)C)nc2Cl)C1 (configuration not stated),-2.0,0.7,-2.9,4.2,-10.9,-7.1,-16.1,10.3,-0.5
CC(=NCC1CCCO1)c1c(O)n(-c2ccccc2C)c(=O)[nH]c1=O (configuration not stated),-1.6,-7.6,-5.0,-20.8,-3.0,2.3,-10.6,-7.8,0.5
COCCO[C@H]1CCC2C3CC=C4C[C@@H](O)CC[C@]4(C)C3CC[C@@]21C (some centres not stated),-5.1,-4.8,-6.2,9.0,15.0,-4.0,16.6,-15.4,-1.4
CCCCCCn1c(=O)c(C(=O)Nc2ncccc2C)c(O)c2ccccc21,36.1*,4.9,-0.9,-0.7,-9.0,2.8,4.6,-4.1,60.8*
CCCC[N+]12CCC(CC1)C(Cc1ccccc1)C2 (configuration not stated),-3.2,-2.1,1.8,3.0,-2.4,-7.3,-11.4,-10.6,0.7
CN1CCN(c2ccc([N+](=O)[O-])c(SCCO)c2)CC1,-3.5,-2.6,-1.0,1.2,2.7,6.8,20.3,21.5,-0.3
COc1ccc(CN2CCCCC2c2cccnc2)cc1C (configuration not stated),-5.0,7.2,-0.3,19.9,3.7,6.4,18.4,6.0,-1.8
CCCC12CN3CCN(CC(C3)/C1=N\NC(=O)c1ccncc1)C2,2.5,-35.8,0.7,-3.4,-16.5,-5.3,-18.4,11.5,0.9

# Taken from the listing, eleven compounds:
SMILES,XBP1 UPR activ,APJ antagonist,APJ agonist,CCR6 antagonist,EBI2 block,CXCR6 inh,Mdm2 MdmX PPI,tim23-1 inh,UPR CHOP act
CCCC[n+]1cc(/N=C(\[O-])OC)on1,-0.8,14.4,-2.4,9.7,0.5,-1.5,-22.1,8.5,-0.3
COc1ccc(-c2cc(=O)c3c(OC)c(OC)c(OC)cc3o2)cc1,3.6,-72.4,-1.0,-5.6,-2.0,6.8,33.5,36.1,1.8
Cn1cc(C(=O)OCC(=O)NC2(C#N)CCCC2)c2ccccc21,-2.1,-2.6,-3.2,23.3,-3.1,-5.6,12.6,7.4,-2.9
Cc1ccsc1C(=O)C1CCCN(Cc2sc(N(C)C)nc2Cl)C1 (configuration not stated),-2.0,0.7,-2.9,4.2,-10.9,-7.1,-16.1,10.3,-0.5
CC(=NCC1CCCO1)c1c(O)n(-c2ccccc2C)c(=O)[nH]c1=O (configuration not stated),-1.6,-7.6,-5.0,-20.8,-3.0,2.3,-10.6,-7.8,0.5
COCCO[C@H]1CCC2C3CC=C4C[C@@H](O)CC[C@]4(C)C3CC[C@@]21C (some centres not stated),-5.1,-4.8,-6.2,9.0,15.0,-4.0,16.6,-15.4,-1.4
CCCCCCn1c(=O)c(C(=O)Nc2ncccc2C)c(O)c2ccccc21,36.1*,4.9,-0.9,-0.7,-9.0,2.8,4.6,-4.1,60.8*
CCCC[N+]12CCC(CC1)C(Cc1ccccc1)C2 (configuration not stated),-3.2,-2.1,1.8,3.0,-2.4,-7.3,-11.4,-10.6,0.7
CN1CCN(c2ccc([N+](=O)[O-])c(SCCO)c2)CC1,-3.5,-2.6,-1.0,1.2,2.7,6.8,20.3,21.5,-0.3
COc1ccc(CN2CCCCC2c2cccnc2)cc1C (configuration not stated),-5.0,7.2,-0.3,19.9,3.7,6.4,18.4,6.0,-1.8
CCCC12CN3CCN(CC(C3)/C1=N\NC(=O)c1ccncc1)C2,2.5,-35.8,0.7,-3.4,-16.5,-5.3,-18.4,11.5,0.9

# An excerpt (hit frequency here may not be typical).
